Bioassay records (PubChem)
AI-2 QS modul: Vibrio harveyi AI-2 quorum sensing modulation | Vibrio harveyi JMH597 AI-2 luminescence/OD600 ratio, 9 h; active compounds read low; strain lacks LuxN and CqsS sensors; 0 = neutral-control median | activity change, % at 7.5 µM | 300,000 tested, 0.4% active | AID 2094; in the data active means activity change below about -75%, passing the limit was not always enough; inconclusive means no clear call, values can overlap the other calls;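 further: luminescence divided by OD600 gain over 9 h not by final OD600 alone; inactives centre near 13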
HSF1 activator: increases HSF-1 driven luciferase reporter signal; NIH3T3-HGL HSF-1 luciferase reporter, MG132, 8 h; 100% = twice DMSO control signal; activation, % at 9 µM; 300,000 tested, 1.7% active; AID 504408;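 active means mean replicate activation of at least 50% with a set share of replicates each reaching 50%; inconclusive means only one of those two conditions met; inactive means mean below 50% and too few replicates reaching it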;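 further: 0% = median of the neutral control wells and 100% = twice that signal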
IEC-6 tox: IEC-6 cytotoxicity, counter-screen for KLF5 inhibitors; luminescence viability; AID 1825; inhibition, % at 5 µM; 290,000 tested, 0.78% active; in the data active means inhibition above about 22%;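 further: 0% = plate median of test compound wells and 100% = cytotoxic reference compound wells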
GSK3 alpha inh: inhibitors of human GSK-3 alpha kinase. inhibition, % at 10 µM. P49840. AID 2650. ADP-Glo luminescence, 60 min. 320,000 tested, 0.1% active;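 in the data active means inhibition above about 50%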;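 further: GST-tagged GSK-3 alpha with peptide substrate and 25 µM ATP; 0% = DMSO neutral wells and 100% = GW8510 positive control wells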
Target sequence (P49840 whole entry, looked up): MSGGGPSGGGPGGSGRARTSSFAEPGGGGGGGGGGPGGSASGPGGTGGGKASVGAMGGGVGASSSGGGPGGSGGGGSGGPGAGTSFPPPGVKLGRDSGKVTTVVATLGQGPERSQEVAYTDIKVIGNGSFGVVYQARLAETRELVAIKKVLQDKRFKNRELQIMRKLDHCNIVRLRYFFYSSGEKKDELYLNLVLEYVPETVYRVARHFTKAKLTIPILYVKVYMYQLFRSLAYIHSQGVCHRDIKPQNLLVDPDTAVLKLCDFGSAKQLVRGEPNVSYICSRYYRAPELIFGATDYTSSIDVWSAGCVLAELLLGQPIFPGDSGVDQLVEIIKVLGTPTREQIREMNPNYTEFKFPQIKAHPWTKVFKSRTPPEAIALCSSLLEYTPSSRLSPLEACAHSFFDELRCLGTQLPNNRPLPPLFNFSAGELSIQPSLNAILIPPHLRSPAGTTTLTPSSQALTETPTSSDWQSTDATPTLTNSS
HSP90 inh: inhibitors of HSP90 luciferase refolding in rabbit reticulocyte lysate | luciferase refolding luminescence, 3 h | inhibition, % at 5.6 µM | 290,000 tested, 0.91% active;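 active means inhibition above the screen-wide mean plus 3 SD, computed separately per campaign, cut at about 16% in these data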;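 further: 0% = DMSO wells and 100% = 60 µM geldanamycin wells; inhibitors lower the luminescence because luciferase stays unfolded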
HSF1 inh: HSF1 inhibition; NIH3T3-HGL HSE-luciferase, MG132-induced, luminescence 8 h; active compounds read low; activity change, negative = inhibition, % at 7.5 µM (by protocol); 300,000 tested, 0.77% active; AID 2098;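 active means more than half of replicate wells show activity change below -50%, luminescence cut by over half; inconclusive means some wells, but at most half, below -50%; inactive means no replicate well below -50%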;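 further: luciferase reports HSF-1 transcriptional activity via heat shock element; 0% = median of DMSO wells and -100% = zero luminescence signal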
HIF activator: HIF pathway transcriptional activation; U2OS HRE-luciferase reporter, luminescence; normalized: DMSO 0%, desferrioxamine 100%; activation, % at 7.5 µM (by protocol); 300,000 tested, 0.32% active;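 active means mean activation of at least 10% of the iron chelator positive control signal, with at least half of replicates also reaching 10%; inconclusive means mean and replicate majority disagree about reaching 10%; inactive means mean and most replicates under 10%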
GSK3beta inhib: human GSK3beta kinase inhibition; GST-GSK3beta kinase, ADP-Glo luminescence, 60 min; active compounds read low; activity score (negative = inhibition), % at 10 µM; 300,000 tested, 0.038% active; AID 2097;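 active means more than half of replicate wells score below -50%, meaning over 50% inhibition versus plate controls; inconclusive means some replicates but at most half score below -50%; inactive means no replicate scores below -50%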;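 further: 0% = median DMSO wells and -100% = median GW8510 positive control wells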
Target sequence (P49841 whole entry, looked up): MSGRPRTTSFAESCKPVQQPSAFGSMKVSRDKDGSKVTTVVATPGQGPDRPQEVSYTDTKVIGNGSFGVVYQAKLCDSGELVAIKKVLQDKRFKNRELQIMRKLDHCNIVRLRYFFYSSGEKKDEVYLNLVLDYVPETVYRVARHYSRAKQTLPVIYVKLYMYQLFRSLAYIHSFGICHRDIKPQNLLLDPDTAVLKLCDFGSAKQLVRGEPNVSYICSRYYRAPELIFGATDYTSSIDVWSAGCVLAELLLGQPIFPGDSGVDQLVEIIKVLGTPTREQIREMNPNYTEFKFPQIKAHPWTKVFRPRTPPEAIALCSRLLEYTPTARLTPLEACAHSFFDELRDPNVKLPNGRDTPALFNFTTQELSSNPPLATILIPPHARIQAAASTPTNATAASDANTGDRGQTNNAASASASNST
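Test system: GST-fused GSK3beta enzyme, cell-free | Quantity: 1.6 ng GST-GSK3beta enzyme per well | Reagent: 25 µM ATP with peptide substrate | Schedule: 60 min enzyme reaction, room temperature | Signal: Luminescent ADP-Glo measurement of ADP formed | Read-out basis: Score relative to plate controls | Control set: DMSO and 20 µM GW8510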
KLF5 inhibitor: suppresses KLF5 promoter-driven expression; DLD-1 KLF5 promoter-luciferase reporter, luminescence; inhibition, % at 5 µM; 290,000 tested, 0.23% active;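 active means inhibition above a per-plate limit of that plate's mean compound inhibition plus 3 SD, cut at about 60% in these data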;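 further: 0% = DMSO wells and 100% = LY294002 at 200 µM; higher means less KLF5 promoter-driven luciferase light; inactives centre near -14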
aSyn UTR inh: MLPCN primary screen, SNCA 5' untranslated region; alpha-synuclein 5'UTR reporter, inhibitor activity; inhibition, % (tested at 7.5 µM); 300,000 tested, 0.82% active; AID 1813; in the data active means inhibition above about 60%; inconclusive means no clear call, values can overlap the other calls;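 further: H4 neuroglioblastoma cells stably carrying SNCA 5'UTR luciferase fusion; 0% = DMSO wells and 100% = positive control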
Starred values were filed as active, the others as inactive; ? = inconclusive; . = not tested or not shown. Outcome played no part in choosing rows; overall some 4.7% were active at least once.

SMILES	AI-2 QS modul	HSF1 activator	IEC-6 tox	GSK3 alpha inh	HSP90 inh	HSF1 inh	HIF activator	GSK3beta inhib	KLF5 inhibitor	aSyn UTR inh
CC(=O)Nc1nc(C2COc3ccccc3O2)cs1 (stereo unspecified)	10	31	-4	2	5	7	0.5	-4	-158	-20
COc1ccc(CCC(=O)NCCc2cn3c(C)csc3n2)cc1	10	-6	-5	-1	-3	-1	0.0	-5	6	-22
COc1cccc(CC(=O)OCC(=O)N2CCN(c3ccc(F)cc3)CC2)c1	-16	10	2	-2	0	-6	0.2	3	-53	3
CC1CN(S(=O)(=O)c2cccc(-c3csc(-c4ccccc4)n3)c2)CC(C)O1 (stereo unspecified)	29	21	-10	.	2	14	0.2	0	-13	12
Cc1cc(=O)oc2cc(NC(=S)NCc3cccnc3)ccc12	14	21	2	-2	3	17	0.3	1	-29	-21
O=C(CCc1ccc(S(=O)(=O)NCCc2ccccc2)cc1)N1CCN(Cc2ccc3c(c2)OCO3)CC1	32	17	0	-1	3	4	-0.2	1	-21	7
O=C(CSc1ncnc2nc[nH]c12)NCCc1ccccc1	7	18	8	1	5	-5	0.1	1	-1	12
O=C(Nc1ccc(Br)cc1Br)c1cccc2c1C(=O)N(C1CCCCC1)C2	16	-4	-6	2	-1	-6	-0.1	-1	-4	42
CC1CCN(C(=O)COC(=O)c2nn(C)c(=O)c3ccccc23)CC1	22	5	-5	-2	3	2	0.1	1	-21	7
O=C(NNS(=O)(=O)c1ccc(Cl)cc1)c1cccc(S(=O)(=O)N2CCOCC2)c1	-11	-21	0	-4	-2	3	-0.4	2	-20	-9
COc1ccc(Cl)cc1NC(=S)N1CCCC1	6	-43	2	-7	3	-27	0.2	-2	-25	-10
CC(C)CCNC(=O)c1c(CSc2ccc(Cl)cc2)noc1C(=O)NCc1ccccc1	12	-16	.	-2	.	-6	0.0	0	.	4
COC(=O)c1ccc(C(=O)O)nc1	22	-7	-6	-4	6	-2	-0.3	2	-11	8
COc1cc(/C=C(\C#N)C(=O)N2CCOCC2)cc(Br)c1O	19	2	-2	.	2	-3	0.1	0	-2	-17
CCn1cc(Br)c(C(=O)Nc2ccc(Cl)cc2Cl)n1	14	-12	3	5	5	-2	0.8	-1	-20	-55
O=C(Nc1nc2nccc(-c3ccccc3)n2n1)c1ccc(F)cc1	21	-8	-4	-2	5	-3	0.2	5	-22	15
CC1CCCN(C(=O)C23CCC(C)(C(=O)C2)C3(C)C)C1 (stereo unspecified)	-5	3	1	-1	-4	-5	-0.2	-1	-27	-27
O=C(Nc1ccc2c(c1)CCC2)Nc1ccc2c(c1)OCO2	17	13	2	0	-3	17	3.6	-1	-34	-111
CN1CCC(=NNC(=O)CSc2ccc(Cl)cc2)CC1	2	17	1	-3	0	5	-0.1	-2	10	-1
Cc1ccc(NC(=S)NNC(=O)c2nn(C)cc2Cl)cc1	16	6	9	-7	3	13	1.3	-1	-66	-90
O=C(NCCc1c[nH]c2ccccc12)c1cc2ccccc2oc1=O	-40	62*	-5	7	0	23	1.8	7	-79	-188
Cc1nc(N2CCN(C(=O)c3ccc(Cl)cc3)CC2)c(C#N)c2c1COC(C)(C)C2	8	18	-2	1	-1	0	0.0	3	-39	-9
COc1ccc(S(=O)(=O)Nc2cccc(SC)c2)cc1OC	42	-3	9	.	3	-2	0.5	-3	14	7
O=[N+]([O-])c1ccc(/C=N/NC2=NS(=O)(=O)c3ccccc32)cc1	23	19	1	-2	1	5	-0.3	-1	-7	-4
COc1ccc(OC)c(C(C)NC=O)c1 (stereo unspecified)	16	6	1	2	6	-6	-0.1	2	-21	-5
C=CCn1c(SCc2c(Cl)cccc2Cl)nnc1-c1cccnc1	6	-1	3	3	5	-3	-0.3	0	4	26
Cc1sc(NC(=O)CN(Cc2ccccc2)C(=O)C(C)C)c(C(N)=O)c1C	18	7	4	.	-3	1	0.0	2	-8	-6
O=C(N/N=C\c1c(O)ccc2ccccc12)c1cncc(Br)c1	?	-21	95*	-2	-6	-16	26*	1	70*	62*
Cc1ccc(N2CC(C(=O)NCc3cccnc3)CC2=O)cc1 (stereo unspecified)	4	-7	-4	-3	-2	-1	-0.3	3	-2	3
Cc1cc[n+](CC(=O)Nc2cccc(C)c2)cc1	-5	-12	2	-1	1	-1	1.1	14	-21	2

Compound profiles, as listed above. Order of values: AI-2 QS modul | HSF1 activator | IEC-6 tox | GSK3 alpha inh | HSP90 inh | HSF1 inh | HIF activator | GSK3beta inhib | KLF5 inhibitor | aSyn UTR inh
O=C(N/N=C\c1c(O)ccc2ccccc12)c1cncc(Br)c1 is listed as ? | -21 | 95* | -2 | -6 | -16 | 26* | 1 | 70* | 62*
Cc1ccc(N2CC(C(=O)NCc3cccnc3)CC2=O)cc1 (stereo unspecified) is listed as 4 | -7 | -4 | -3 | -2 | -1 | -0.3 | 3 | -2 | 3

Ordered by value in HSP90 inh (descending): some entries from above.
structure	AI-2 QS modul	HSF1 activator	GSK3 alpha inh	HSP90 inh	HSF1 inh	GSK3beta inhib	KLF5 inhibitor	aSyn UTR inh
COc1ccc(S(=O)(=O)Nc2cccc(SC)c2)cc1OC	42	-3	.	3	-2	-3	14	7
Cc1ccc(N2CC(C(=O)NCc3cccnc3)CC2=O)cc1 (stereo unspecified)	4	-7	-3	-2	-1	3	-2	3
O=C(Nc1ccc2c(c1)CCC2)Nc1ccc2c(c1)OCO2	17	13	0	-3	17	-1	-34	-111

The results go on.
SMILES	AI-2 QS modul	HSF1 activator	IEC-6 tox	GSK3 alpha inh	HSP90 inh	HSF1 inh	HIF activator	GSK3beta inhib	KLF5 inhibitor	aSyn UTR inh
COc1ccc(C(=O)C(/C=N/O)=N/Nc2ccc(F)cc2)cc1	4	12	5	-1	-1	2	0.2	2	-14	-52
COc1ccc(-c2cn3cccnc3n2)cc1NC(=O)C1CCCC1	15	-5	-5	-3	-1	4	-0.4	3	-5	-21
O=C(NC1CCC(O)CC1)c1ccccc1OCc1ccc(F)cc1 (stereo unspecified)	12	-9	-6	6	-3	0	0.4	-5	-4	5
CC(C)CCNC(=O)COC(=O)c1cc(Br)c(Br)s1	32	-17	1	0	3	-4	-0.3	4	-11	12
C=CC[n+]1c(/C=C2\C=Cc3cc(C)ccc3N2CC)ccc2ccccc21	49	3	41*	8	0	-3	-0.3	-11	7	67*
Cc1ccccc1C(=O)Nc1ccc(C(=O)N/N=C/c2ccncc2)cc1	28	.	0	6	-3	.	0.5	1	-5	3
CCOC(=O)C1CCCN(S(=O)(=O)c2ccc(-n3cnnn3)c(C)c2)C1 (stereo unspecified)	14	4	-4	-1	0	-6	-0.3	0	-45	-11
CC(=O)c1ccccc1NC(=O)COC(=O)CCCN1C(=O)c2cccc3cccc(c23)C1=O	10	2	2	4	2	0	0.0	0	-14	4
O=C(COc1ccccc1)NC1CCSC1=O (stereo unspecified)	14	-2	-1	-2	-3	-5	-0.2	0	-9	-6
Cc1ccc(NC(=O)CN2CCOCC2)cc1C	9	23	0	-1	1	5	-0.2	-6	-40	-4
COc1ccc(CCC(C)NC2CCCCCCC2)cc1 (stereo unspecified)	20	3	0	0	0	1	-1.8	1	-19	-7
O=C(O)/C=C/c1cn(-c2ccccc2)nc1-c1cccc([N+](=O)[O-])c1	6	10	2	2	0	-5	0.1	-4	-14	18
O=C(O)CCc1nnc(SCC(=O)Nc2cccc(C(F)(F)F)c2)[nH]c1=O	16	3	7	-3	3	-17	-0.1	1	-18	-28
CCS(CC)=NS(=O)(=O)c1ccc(NC(C)=O)cc1	7	4	-10	.	1	-2	-0.3	2	-54	-22
O=C(CCc1ccccc1)N=C1SC2CS(=O)(=O)CC2N1c1ccccc1F (stereo unspecified)	18	-12	-6	-1	1	-3	-0.4	-4	-11	8
Cc1cccc(OCCC(=O)NCC(=O)Nc2c(C)cccc2C)c1	4	-4	-1	-1	4	-9	-0.4	-1	-26	0
COc1ccc([N+](=O)[O-])cc1NC(=O)COC(=O)c1ccccn1	2	0	0	0	0	-3	-0.6	-5	-13	24
COc1ccc(OC)c(NC(=O)Nc2ccc(Cl)cc2)c1	16	12	11	-1	1	14	1.0	1	-32	-25
Cc1ccc(/C=N/NC(=O)c2c(-c3ccccc3)noc2C)c(O)c1	26	3	26*	-1	0	1	18*	-1	66*	30
Cc1cc(C(=O)N/N=C/c2c(C)[nH]c3ccccc23)n[nH]1	29	5	6	0	2	-9	0.2	6	4	-1
CC1(CC(=O)N/N=C/c2cc(Br)c(O)cc2O)OCCO1	68	7	-7	5	0	-5	.	-1	-5	37
C/C(=N/NS(=O)(=O)c1ccc(C)cc1)c1ccc2c(c1)OCO2	31	-3	-3	-4	-4	-4	0.0	4	-32	-3
COc1ccccc1C(=O)N1CCN(C2CCN(Cc3ccccc3)CC2)CC1	4	-2	-3	2	3	6	-0.7	-4	-15	4
NC(=O)c1cc2n(n1)C(C(F)(F)F)CC(c1ccco1)N2 (stereo unspecified)	10	-7	1	4	-2	-3	-5.6	-2	-18	2
O=C(Nc1ccccc1F)C1CCN(S(=O)(=O)c2cccnc2)CC1	16	6	-4	0	-4	-4	-0.2	0	-9	5

Just KLF5 inhibitor, HSP90 inh and HIF activator, for 3 of the compounds above:
structure | KLF5 inhibitor | HSP90 inh | HIF activator
Cc1cc(C(=O)N/N=C/c2c(C)[nH]c3ccccc23)n[nH]1 | 4 | 2 | 0.2
CC1(CC(=O)N/N=C/c2cc(Br)c(O)cc2O)OCCO1 | -5 | 0 | .
C/C(=N/NS(=O)(=O)c1ccc(C)cc1)c1ccc2c(c1)OCO2 | -32 | -4 | 0.0
